NR2E3 ag-1 = agonists of human NR2E3 nuclear receptor | Q9Y5X4 | CHO-S Gal4-NCOR/VP16-NR2E3 two-hybrid, luciferase | inhibition of corepressor binding, % at 3.98 µM | 360,000 tested, 0.35% active | AID 602229;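 active = inhibition above the mean of all tested compounds plus 3 SD, cut at about 70% in these data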;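 note: 0% = DMSO with NR2E3 transfected cells and 100% = cells lacking NR2E3 construct; higher means lower luciferase signal from less NR2E3 corepressor binding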
Target sequence (Q9Y5X4 whole entry, looked up, the tested form may be a part): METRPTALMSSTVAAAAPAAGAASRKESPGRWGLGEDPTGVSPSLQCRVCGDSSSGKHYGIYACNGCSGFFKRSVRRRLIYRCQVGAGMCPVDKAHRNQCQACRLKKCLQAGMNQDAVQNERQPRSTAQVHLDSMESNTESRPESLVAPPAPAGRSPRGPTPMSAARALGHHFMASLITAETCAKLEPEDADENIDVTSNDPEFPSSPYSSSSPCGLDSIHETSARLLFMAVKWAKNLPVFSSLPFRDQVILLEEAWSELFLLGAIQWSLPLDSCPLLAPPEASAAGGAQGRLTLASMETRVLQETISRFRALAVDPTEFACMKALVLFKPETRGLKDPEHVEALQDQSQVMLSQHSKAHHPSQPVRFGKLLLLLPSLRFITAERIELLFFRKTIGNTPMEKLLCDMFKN
Peg3 prom inh = reduces Peg3 promoter-driven luciferase expression in HeLa | HeLa PEG-Prom luciferase reporter, luminescence, overnight | inhibition, % at 20 µM | 360,000 tested, 1.7% active | AID 588405;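 active = inhibition of at least 50% at 20 µM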
PDI inh = inhibitors of human protein disulfide isomerase. PDI insulin aggregation turbidity, A650, 90 min. inhibition, % at 10 µM. 350,000 tested, 0.052% active. AID 588391;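 active = mean inhibition across replicates of 30% or more, whatever share of single replicates reach that level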;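 note: absorbance from insulin aggregation driven by PDI reduction with DTT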
Target sequence (P07237 whole entry, looked up): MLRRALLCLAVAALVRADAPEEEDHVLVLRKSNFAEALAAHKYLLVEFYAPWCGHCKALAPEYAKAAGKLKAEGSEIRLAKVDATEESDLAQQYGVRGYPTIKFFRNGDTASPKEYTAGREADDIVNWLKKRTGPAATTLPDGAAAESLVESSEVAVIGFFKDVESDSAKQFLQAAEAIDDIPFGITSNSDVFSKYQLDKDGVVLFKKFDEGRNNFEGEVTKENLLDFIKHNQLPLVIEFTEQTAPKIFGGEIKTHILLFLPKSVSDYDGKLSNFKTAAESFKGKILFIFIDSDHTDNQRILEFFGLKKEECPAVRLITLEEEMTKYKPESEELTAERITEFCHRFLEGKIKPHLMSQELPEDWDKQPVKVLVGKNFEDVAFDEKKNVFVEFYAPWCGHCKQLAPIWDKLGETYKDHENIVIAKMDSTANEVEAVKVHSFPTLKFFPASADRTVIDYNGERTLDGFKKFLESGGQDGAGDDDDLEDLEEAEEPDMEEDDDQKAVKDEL
CaV13 ICDI inh = Primary screen for inhibitors of IQ motif and Ca2+-dependent inactivation inhibitor domain binding in CACNA1D, Förster resonance energy transfer in living cells, …; HEK cells, CFP/YFP FRET ICDI-IQ, plate reader, 10 min; percent FRET-ratio fall versus neutral wells; inhibition, % at 12.3 µM; 340,000 tested, 0.098% active; AID 743397;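 active = mean replicate inhibition of at least 30% and at least 1% of replicates passing that level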;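 note: 0% = median of the neutral control wells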
Exocytosis inh = lytic granule exocytosis inhibition | TALL-104 LAMP-1 surface exposure, flow cytometry; cells stimulated with thapsigargin and PMA | inhibition, % at 10 µM | 360,000 tested, 0.66% active | AID 651702;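 active = inhibition above about 55%, limit read from the data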
hiPSC survival = increases survival of single human iPS cells; hiPSC single-cell survival, ATPlite luminescence; 100% = ROCK inhibitor wells, 0% = DMSO; survival enhancement, % at 20 µM; 360,000 tested, 0.044% active; in the data active = survival enhancement above about 18%;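 note: cells exposed to compounds for 16 hours before the ATP read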
TRPM1 prom inh = inhibitors of MITF-driven TRPM1 promoter in melanoma cells | SK-MEL-5 TRPM1 promoter luciferase, 24 h | inhibition, % at 12.5 µM | 330,000 tested, 0.83% active | AID 488899;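 active = mean inhibition across replicates of 60% or more, whatever share of single replicates reaches that level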; note: values of inactives mirror those of a sister screen read the other way
Vif inh = HIV Vif inhibition; 340,000 tested, 0.35% active; inhibition, % at 7.49 µM; HEK293T cells, Vif self-association by quenched fluorescence, imaging, 24 h; AID 602346; in the data active = inhibition above about 50%, passing the limit was not always enough; note: some results filed as inactive read as strong as hits
aDG glyco act = increases alpha dystroglycan glycosylation | 360,000 tested, 0.22% active | Pro5-aDG cells, alpha-DG glycosylation AlphaScreen (IIH6); 0% Pro5, 100% B10-LARGE cell signal | AID 624168 | activation, % at 10 µM;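 active = activation of at least 8% versus controls, or a plate z-score of at least 8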;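 note: Pro5 are CHO cells carrying HIG-tagged alpha-DG that lacks glycosylation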
NR2E3 ag-2 = activates human photoreceptor nuclear receptor NR2E3; 320,000 tested, 0.12% active; GST-NR2E3/biotin-RetCOR TR-FRET, 1536-well; Q9Y5X4; AID 2300; inhibition of corepressor binding, % at 4.78 µM;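 active = percent inhibition above the cutoff of mean plus 3 SD of all tested compounds, set per screening campaign, cut at about 20% in these data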;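 note: 0% = DMSO wells and 100% = biotin wells as full block of FRET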
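System: GST-NR2E3 and biotin-RetCOR proteins; probe or stimulus: 7 nM biotin-RetCOR; doses: compound at 4.8 µM, single dose; schedule: Compound–protein incubation for 5 h at 4 °C; detection: time-resolved FRET; read-out: percent inhibition; controls: biotin wells as high control, 0.6% DMSO wells as low control; format: 1536-well plates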
HIF-2a inh = inhibitors of HIF-2a | 360,000 tested, 0.72% active | inhibition, % at 18.8 µM | 786-0 RCC cells HIF-2a reporter, luciferase luminescence, overnight;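 active = inhibition of the luminescence signal of 40% or more relative to plate controls, in a single-dose primary screen at 18.75 µM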
Starred values were filed as active, the others as inactive; . = not tested or not shown. Rows were taken by chance; 3.5% or so of the library scored in one or more.

SMILES | NR2E3 ag-1 | Peg3 prom inh | PDI inh | CaV13 ICDI inh | Exocytosis inh | hiPSC survival | TRPM1 prom inh | Vif inh | aDG glyco act | NR2E3 ag-2 | HIF-2a inh
O=C(CCc1nnc(-c2ccc(-c3ccccc3)cc2)o1)NCCc1ccccn1 | -53 | -114 | -5 | . | 2 | -0.2 | 18 | 0 | 0.2 | -1 | 40*
Cc1[nH]n(-c2ccccc2)c(=O)c1C=NC1CCCCCC1 | -22 | -58 | -6 | 4 | -4 | 0.3 | -6 | -4 | 0.1 | 3 | -73
COC(=O)CNC(=O)C1CCN(S(=O)(=O)c2cccc3nsnc23)CC1 | -13 | -10 | -5 | -2 | 18 | -0.6 | 2 | -4 | -0.1 | 2 | 2
COc1cccc(CN(C)C(=O)CC23CC4CC(CC(C4)C2)C3)c1OC | 7 | -1 | 4 | -4 | 12 | 0.2 | 10 | -2 | 0.0 | -1 | 4
CC(=O)Nc1ccc(N2CCOCC2)c(C(=O)Nc2cccc(C)c2)c1 | 6 | 2 | 8 | -3 | -1 | -2.0 | 13 | 10 | -0.3 | 0 | 5
O=C(CN1CCN(c2ccccn2)CC1)Nc1ccc2ccccc2c1 | -77 | -219 | -9 | -5 | 0 | 0.8 | -17 | -7 | 0.1 | 1 | -242
CC(C)NC(=O)c1ccc2c(=O)n(CC3CCCO3)c(=S)[nH]c2c1 (configuration not stated) | -19 | 17 | -1 | -7 | 2 | -0.5 | 4 | 12 | 0.1 | -6 | 10
CC(C)CC(=O)Nc1ncnc2c1C(=O)CC(C)(C)C2 | -35 | -43 | 2 | . | 1 | 0.0 | -8 | . | -0.1 | -2 | -60
O=C(CNC(=O)c1ccc(Br)o1)Nc1cccc(S(=O)(=O)N2CCCC2)c1 | -29 | 0 | -1 | -6 | 0 | -0.4 | 1 | 0 | 0.0 | 4 | -2
O=C1N2CCSC2=NC1(Nc1ccccn1)C(F)(F)F (configuration not stated) | 15 | 6 | 7 | . | -2 | 1.7 | -1 | 36 | 0.0 | -1 | 18
NC1=NC(c2cn(-c3ccccc3)nc2-c2cccs2)n2c(nc3ccccc32)N1 (configuration not stated) | 5 | 12 | 0 | -5 | 2 | -0.8 | -9 | -9 | -0.2 | -1 | 21
O=C(Nc1cccc(Cl)c1)OCc1cncs1 | -9 | -84 | 6 | -4 | -2 | -2.4 | -10 | 7 | 0.3 | 1 | -110
CCN(CC(=O)Nc1ccc(NC(C)=O)cc1)C(=O)C1CCN(C(=O)c2ccccc2C)CC1 | 3 | 24 | -3 | -6 | -22 | -0.4 | -7 | 6 | -0.2 | . | 6
O=C(N/N=C/c1coc2ccc(Cl)cc2c1=O)c1ccc(O)cc1 | -34 | 16 | 8 | -3 | -6 | -0.3 | 13 | -5 | 0.1 | . | 12
O=C(c1ccco1)N(Cc1ccco1)c1ccc(O)cc1 | 8 | 2 | -5 | . | 0 | 2.2 | -4 | -2 | -0.2 | 0 | 12
COC(=O)c1scc(S(=O)(=O)C(C)(C)C)c1-n1cccc1 | 0 | 12 | 7 | -5 | -3 | 0.5 | -15 | 6 | 0.0 | 3 | 15
COc1ccc2oc(C(=O)OCC(=O)N3CCN(S(=O)(=O)c4ccccc4)CC3)c(C)c2c1 | 51 | 15 | 5 | -6 | 0 | -0.4 | -1 | -6 | 0.2 | -6 | 7
O=[N+]([O-])c1cc(Cl)ccc1NCCNc1ncc(C(F)(F)F)cc1Cl | -8 | 14 | 0 | . | -4 | -2.3 | -1 | 0 | 0.1 | -2 | 21
CN(C(=O)Nc1cccc(C(F)(F)F)c1)C1CCCCC1 | 0 | -22 | 13 | -1 | -1 | -0.1 | -28 | 21 | 0.0 | 3 | -36
CCOc1nc(C)ccc1-c1noc(-c2ccccc2OC)n1 | -12 | -73 | -2 | -5 | -1 | -0.7 | -43 | 1 | 0.0 | 2 | -166
CC(C)NC(=O)[C@H](CSCc1ccccc1)N1Cc2ccccc2C1=O | -29 | -11 | -2 | -10 | -3 | 3.7 | 5 | 9 | 0.0 | 5 | 5
O=C(CC(=O)N/N=C\c1ccccc1)NCCc1ccccc1 | -9 | -6 | 4 | -28 | -12 | -0.6 | -3 | -4 | 0.0 | 1 | 12
O=C1C=CC(=Nc2ccc3c(c2)Cc2ccccc2-3)O1 | -75 | -86 | -3 | -6 | 29 | -2.1 | -6 | 18 | -0.3 | . | -46
CCOC(=O)/C(=N/Nc1ccc(Cl)cc1)S(=O)(=O)c1ccc(Cl)cc1 | 0 | -4 | 8 | . | 3 | 0.8 | 0 | -23 | 0.1 | 0 | 2
N#Cc1ccc(Oc2ccc(NC(=O)C3CC=CCC3C(=O)O)cc2)cc1 (configuration not stated) | 29 | 18 | -4 | -5 | 7 | -1.8 | 4 | -3 | 0.0 | 0 | 3
Cc1ccc(S(=O)(=O)N(CC(=O)NC2CC2)c2ccc(C)c(Cl)c2)cc1 | 12 | 21 | -8 | -5 | 0 | -0.1 | -1 | -3 | 0.0 | -1 | 4
Cc1ccc(O)c(NC(=O)/C=C/C(=O)O)c1 | -23 | 9 | 0 | -2 | -2 | -0.5 | 16 | -10 | -0.1 | 0 | 1
O=C(C1CCCN(Cc2ccccc2F)C1)N1CCCCC1 (configuration not stated) | -2 | -2 | -3 | -4 | 2 | -0.3 | 18 | -6 | 0.0 | 0 | -12
O=C(COC(=O)c1ccccn1)NCCc1ccc(Cl)cc1 | 20 | 3 | 1 | -16 | -6 | 5.3 | 25 | 14 | 0.6 | . | 14
CSc1ncccc1C(=O)NNc1cc(Cl)ccc1Cl | -7 | -5 | 4 | . | -23 | 0.2 | -9 | . | -0.2 | -1 | 18

Fetched by structure from above:
SMILES | NR2E3 ag-1 | Peg3 prom inh | PDI inh | CaV13 ICDI inh | Exocytosis inh | hiPSC survival | TRPM1 prom inh | Vif inh | aDG glyco act | NR2E3 ag-2 | HIF-2a inh
O=C(CN1CCN(c2ccccn2)CC1)Nc1ccc2ccccc2c1 | -77 | -219 | -9 | -5 | 0 | 0.8 | -17 | -7 | 0.1 | 1 | -242
O=C(CCc1nnc(-c2ccc(-c3ccccc3)cc2)o1)NCCc1ccccn1 | -53 | -114 | -5 | . | 2 | -0.2 | 18 | 0 | 0.2 | -1 | 40*

(further entries)
SMILES | NR2E3 ag-1 | Peg3 prom inh | PDI inh | CaV13 ICDI inh | Exocytosis inh | hiPSC survival | TRPM1 prom inh | Vif inh | aDG glyco act | NR2E3 ag-2 | HIF-2a inh
CCSc1nnc(-c2cccnc2)n1Cc1ccco1 | -1 | 19 | -7 | -9 | -1 | 3.2 | -1 | . | 0.1 | 0 | 8
Cc1cc(/C=C2\SC(=S)N(Cc3ccco3)C2=O)c(C)n1-c1ccccc1 | -10 | -165 | 9 | -10 | 4 | -1.9 | -21 | -2 | -0.6 | 1 | -38
COc1ccc(-c2csc(C(C)(O)c3ccccc3)n2)cc1 (configuration not stated) | -55 | -130 | -12 | -4 | -6 | 3.5 | . | -16 | 0.2 | . | -174
N#CCCN(Cc1cccs1)C(=O)c1ccc(Cl)cc1 | -31 | 13 | -2 | -2 | -8 | 0.3 | 5 | -4 | 0.0 | 0 | 19
COc1cc(Cl)ccc1S(=O)(=O)n1nc(C)cc1C | -20 | 11 | 4 | -9 | -2 | 0.1 | -2 | 1 | 0.1 | 5 | 8
Cc1[nH]c2ccccc2c1C(=O)C(=O)NCCOc1ccccc1 | 0 | 8 | 2 | -6 | -2 | -0.5 | 5 | -5 | 0.0 | -3 | 3
Nn1c(SCc2cccc3ccccc23)nnc1-c1ccco1 | -6 | 8 | 12 | -2 | 1 | 1.1 | -3 | 6 | 1.5 | 2 | 6
O=C(CSc1nnc(-c2ccccc2F)o1)N1CCCC1 | -50 | -129 | 8 | -7 | -3 | -0.6 | -33 | 5 | 0.0 | 3 | -145
O=C(COC(=O)CCC(=O)c1ccc(F)cc1)NCc1ccccc1Cl | -7 | 11 | 9 | -4 | -2 | -0.8 | -5 | 22 | 0.3 | . | 5
O=C(CN1C(=O)S/C(=C\c2ccc(F)cc2)C1=O)NCCCn1ccnc1 | -9 | 6 | 6 | -6 | 4 | -0.2 | 3 | 29 | -0.2 | -1 | 4
O=C(NNC(=O)C1CCCC1)c1cc([N+](=O)[O-])cc([N+](=O)[O-])c1 | 2 | 7 | 0 | -2 | 6 | -2.1 | 1 | 1 | 0.2 | 1 | 5
COc1c(Cl)ccc(Cl)c1C(=O)NC(=O)Nc1nc(C)cc(C)n1 | -34 | 3 | -3 | -3 | 6 | -0.3 | 17 | -7 | 0.3 | 0 | 9
Nc1nc(-c2ccc(F)cc2)cs1 | -18 | -69 | -7 | -14 | -5 | -0.5 | -15 | 8 | -0.1 | -2 | -53
O=C(NCc1cccnc1)C(=O)NCC(c1ccco1)N1CCN(c2ccccc2)CC1 (configuration not stated) | -4 | 4 | 1 | -5 | -2 | -0.1 | 4 | -13 | 0.2 | 1 | 10
CN(Cc1ccccc1)C(=O)c1ccc(Nc2nc(CN)cs2)nc1 | 3 | 8 | 9 | -11 | 27 | -1.3 | . | -7 | 0.0 | . | 11
CCN(C(=O)c1c(C)noc1C)c1c(N)n(Cc2ccccc2)c(=O)[nH]c1=O | -27 | 5 | 0 | -5 | 2 | -0.2 | -4 | -1 | 0.0 | 2 | 5
Cn1cnnc1SCC(=O)Nc1ncc([N+](=O)[O-])s1 | -14 | -20 | -5 | -6 | -6 | 3.2 | -9 | 13 | -0.2 | . | -15
O=C(CSc1nc2ccccc2[nH]1)N/N=C/c1ccncc1 | 17 | 4 | -2 | -2 | 3 | -0.3 | . | -1 | 0.1 | -1 | 12
O=C(N=C1SC2CS(=O)(=O)CC2N1c1ccccc1)c1ccccc1 (configuration not stated) | -56 | -2 | 0 | -6 | 2 | 0.4 | -5 | 3 | -0.2 | . | 10
COc1cc(C(=O)NCCNC(=O)C2CCCNC2=O)cc(OC)c1OC (configuration not stated) | 2 | 5 | 5 | -5 | 4 | 0.7 | -5 | -5 | 0.0 | 0 | 13
Cn1c(CCN2CCCCC2)nc2cc(NC(=O)Nc3ccccc3)ccc21 | -12 | -50 | 5 | -5 | -1 | -1.6 | -28 | 5 | 0.6 | 2 | -51
CC1CC(C)CN(S(=O)(=O)CC23CCC(CC2=O)C3(C)C)C1 (configuration not stated) | -4 | 5 | -1 | -3 | -8 | 0.1 | -2 | -2 | 0.2 | 0 | 5
Cc1cc(C(=O)NNC(=O)c2ccccc2O)c(C)o1 | -38 | -33 | 6 | -2 | 0 | -0.3 | -11 | -4 | 0.1 | -1 | -46
COc1ccc(N2CCN(C(=O)CCc3nnc4ccc(N5CCC(C)CC5)nn34)CC2)cc1 | -1 | 8 | 3 | -3 | -13 | -0.3 | 3 | -8 | -0.5 | 0 | 16
O=C(O)c1cccc(-c2ccc(/C=N/Nc3nn[nH]n3)o2)c1 | -15 | -25 | 6 | -7 | -2 | -1.9 | -7 | -2 | -0.1 | -5 | -26
CCOn1c(=O)c(-c2ccc(F)cc2)[n+]([O-])c2ccccc21 | -25 | -4 | -8 | -21 | 7 | 0.8 | 12 | -11 | 0.0 | . | 17
O=C(NCc1ccccc1)c1c(O)c2cccc3c2n(c1=O)CCC3 | -26 | -8 | 2 | -6 | -1 | 0.0 | -3 | -25 | 2.9 | -3 | 12

High-throughput results from PubChem BioAssay.
